Source: PubChem (several laboratories)
NR2F2 inh: NR2F2 (human) inhibition, primary screen; P24468; HEK293T NGFI-A luciferase reporter, luminescence; inhibition, % at 8.6 µM; 0.7% of 370,000 active;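 active = inhibition above a per-plate cutoff, mean inhibition of test wells between control levels plus 3 SD, cut at about 38% in these data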;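 also: cells cotransfected with COUP-TFII expression vector driving the NGFI-A reporter; 0% = median of COUP-TF2 test wells and 100% = reporter-only cells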
NCOA3 inh: inhibits human SRC3 coactivator | 0.17% of 360,000 active | inhibition, % at 3.6 µM | HEK293 GAL4-SRC3 luciferase reporter, luminescence | Q9Y6Q9;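 active = inhibition above a per-campaign cutoff, the mean of all compounds plus 3 SD, cut at about 60% in these data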;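 also: 0% = DMSO-treated cells and 100% = gossypol-treated cells at 36 µM; higher means less SRC3-driven luciferase light from the GAL4 reporter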
Exocytosis inh: lytic granule exocytosis inhibition; TALL-104 LAMP-1 surface exposure, flow cytometry; cells stimulated with thapsigargin and PMA; inhibition, % at 10 µM; 0.66% of 360,000 active; AID 651702;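 active = inhibition above about 55%, limit read from the data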
TROY NFkB inh: inhibitors of TROY-dependent NF-kB signaling. inhibition, % at 10 µM. 0.98% of 360,000 active. AID 1347056. Q293 LMP1-TROYcd NF-kB luciferase reporter, 4 h;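 active = compounds whose plate-normalised and pattern-corrected inhibition of the luciferase reporter signal at the single screening dose is 50% or more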
ABHD5-PLIN5 inh: inhibitors of human ABHD5-perilipin-5 interaction; Split G. princeps luciferase complementation, luminescence, 4 h; Q00G26+Q8WTS1; 0.78% of 360,000 active; inhibition, % at 4 µM;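 active = inhibition above the mean inhibition across every tested compound plus 3 SD, cut at about 22% in these data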;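 also: 0% = DMSO only wells and the 100% control is not disclosed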
Target sequence (Q00G26 whole entry, looked up): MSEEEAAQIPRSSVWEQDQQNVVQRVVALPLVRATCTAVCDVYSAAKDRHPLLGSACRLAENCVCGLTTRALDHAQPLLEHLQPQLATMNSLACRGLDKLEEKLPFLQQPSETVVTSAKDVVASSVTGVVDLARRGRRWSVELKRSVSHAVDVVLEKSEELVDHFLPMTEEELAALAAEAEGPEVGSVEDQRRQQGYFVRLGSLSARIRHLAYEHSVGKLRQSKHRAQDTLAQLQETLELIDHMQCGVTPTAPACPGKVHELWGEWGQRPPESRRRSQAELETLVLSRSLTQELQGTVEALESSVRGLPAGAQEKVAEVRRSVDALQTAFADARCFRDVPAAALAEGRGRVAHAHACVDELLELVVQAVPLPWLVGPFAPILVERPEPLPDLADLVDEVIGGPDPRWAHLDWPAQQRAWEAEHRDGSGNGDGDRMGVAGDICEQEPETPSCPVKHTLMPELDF
Target sequence (Q8WTS1 whole entry, looked up): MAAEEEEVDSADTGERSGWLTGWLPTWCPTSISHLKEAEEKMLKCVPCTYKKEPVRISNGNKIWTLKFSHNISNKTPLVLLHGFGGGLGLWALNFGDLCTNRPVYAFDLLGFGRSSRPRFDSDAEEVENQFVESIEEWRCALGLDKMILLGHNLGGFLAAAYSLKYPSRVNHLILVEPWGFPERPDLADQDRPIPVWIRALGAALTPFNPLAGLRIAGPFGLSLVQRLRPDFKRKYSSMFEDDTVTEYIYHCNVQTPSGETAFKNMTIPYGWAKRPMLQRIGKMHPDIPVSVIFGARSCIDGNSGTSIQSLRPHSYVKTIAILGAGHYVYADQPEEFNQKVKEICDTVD
NOD2-RIPK2 inh: inhibitors of human NOD2-RIPK2 interaction; AID 624267; inhibition, % at 4.98 µM; 0.38% of 360,000 active; CHO BLA complementation NOD2-RIPK2, CCF4 ratio; in the data active = inhibition above about 21%;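 also: 0% = vehicle only and 100% = reference blocker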
TWEAK-Fn14 inh: blocks TWEAK-Fn14 interaction in a reporter cell assay | TWEAK-stimulated Fn14 reporter cells, luciferase luminescence, 8 h | 2% of 360,000 active | inhibition, % at 10 µM; in the data active = inhibition above about 50%
TLR9-MyD88 inh: TLR9-MyD88 interaction inhibition | Q9NR96+Q99836 | CHO BLA complementation TLR9-MyD88, CCF4 FRET ratio | inhibition, % at 4.98 µM | 0.21% of 340,000 active | AID 504734;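 active = inhibition above the mean over all tested compounds plus 3 SD, cut at about 21% in these data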;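 also: 0% = DMSO only wells and 100% = clavulanate BLA inhibitor control wells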
NCOA1 inh: inhibitors of human steroid receptor coactivator 1 (SRC1) | Q15788 | HEK293 GAL4-SRC1 luciferase reporter, luminescence | inhibition, % at 3.6 µM | 0.12% of 360,000 active;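 active = inhibition above the campaign mean plus 3 SD, with each screening campaign given its own cutoff, cut at about 60% in these data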;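 also: 0% = DMSO treated cells and 100% = gossypol at 36 µM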
LRH-1 inv ag: suppresses constitutive activity of human LRH-1; inhibition, % at 3.6 µM; 0.13% of 360,000 active; AID 602396; O00482; HEK293T StAR-luciferase reporter, LRH-1 transfected, 24 h;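 active = inhibition above the mean inhibition of all tested compounds plus 3 SD, cut at about 73% in these data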;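 also: 0% = DMSO wells and 100% = reporter-only cells lacking LRH-1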
NCOA2 inhibitor: inhibits human steroid receptor coactivator 2. Q15596. HEK293 GAL4-SRC2 luciferase reporter, luminescence. inhibition, % at 9 µM. 0.17% of 370,000 active;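 active = inhibition above the mean inhibition of all tested compounds plus 3 SD, set per campaign, cut at about 52% in these data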;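 also: 0% = DMSO treated cells and 100% = cells given Gossypol at 36 µM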
* hit, by the source's call; / = not tested or not shown. An excerpt (hit frequency here may not be typical).

Start of the listing, in advance:
SMILES	NR2F2 inh	NCOA3 inh	Exocytosis inh	TROY NFkB inh	ABHD5-PLIN5 inh	NOD2-RIPK2 inh	TWEAK-Fn14 inh	TLR9-MyD88 inh	NCOA1 inh	LRH-1 inv ag	NCOA2 inhibitor
NC(=O)c1c(NC(=O)c2ccncc2)sc2c1CCCCCC2	11	-24	2	1	4	5	22	10	8	-14	6
O=C(CN1CCN(c2ccc(F)cc2)CC1)Nc1ccc(-n2cnnn2)cc1	-8	13	-7	10	3	-2	-2	-3	2	11	-8

Main list, from the start:
SMILES	NR2F2 inh	NCOA3 inh	Exocytosis inh	TROY NFkB inh	ABHD5-PLIN5 inh	NOD2-RIPK2 inh	TWEAK-Fn14 inh	TLR9-MyD88 inh	NCOA1 inh	LRH-1 inv ag	NCOA2 inhibitor
NC(=O)c1c(NC(=O)c2ccncc2)sc2c1CCCCCC2	11	-24	2	1	4	5	22	10	8	-14	6
O=C(CN1CCN(c2ccc(F)cc2)CC1)Nc1ccc(-n2cnnn2)cc1	-8	13	-7	10	3	-2	-2	-3	2	11	-8
c1cc(CNCC2CCCO2)ccn1 (stereo unspecified)	-13	0	12	12	1	-1	0	2	-14	-11	10
O=C(NCc1cn(-c2ccccc2)nc1-c1ccc(F)cc1)c1cccc([N+](=O)[O-])c1	3	9	-5	-6	8	4	21	-5	-5	4	-5
O=c1c(OC2OC(CO)C(O)C(O)C2OC2OC(CO)C(O)C(O)C2O)c(-c2ccc(O)cc2)oc2cc(O)cc(O)c12 (stereo unspecified)	-20	-8	4	-4	6	-4	-5	10	-20	-20	8
COc1cc(CCN=Cc2cc(Cl)cc(Cl)c2O)c([N+](=O)[O-])cc1OC	11	9	34	-6	-6	-8	3	/	1	2	-12
CN1CCN(NC(=O)/C=C/c2cccc([N+](=O)[O-])c2)CC1	13	7	-4	-19	4	-2	11	-2	-8	21	5
COc1ccccc1C(=O)Nc1ccnn1C1CCN(C2CCCCC2)CC1	4	-14	8	-11	-1	-12	5	1	-6	-6	-10
COc1ccc(C(=O)Nc2cccc3nc(C)ccc23)cc1OC	-11	4	-14	12	11	1	-2	7	-7	7	-37
FC(F)C(F)(F)C(F)(F)C(F)(F)c1cc(-c2ccccc2)n[nH]1	-18	4	-1	3	-18	-4	9	10	2	-17	-18
COc1ccc(NC(=O)/C(C#N)=C/c2ccc[nH]2)c(OC)c1	5	-73	0	-40	0	-5	-29	3	-83	3	-42
c1ccc(Sc2cccc3ccccc23)c(CNC2=NCCN2)c1	3	6	2	-2	21	2	-13	-4	11	12	3
Cn1ccnc1SCC(=O)Nc1ccccc1	5	-7	3	-5	6	-2	-9	3	-8	-9	13
O=C(NCc1ccc(Cl)cc1)c1cc(S(=O)(=O)N2CCCCC2)c[nH]1	19	-9	-5	-10	-12	1	7	-10	-29	-13	-15
CC(=O)N1C[C@@H](CO)[C@@H](N(C)C(=O)C2CCCCC2)C[C@H]1c1ccccc1	-9	1	0	8	7	-2	-2	/	5	7	-4
COC(=O)C(CC(C(=O)OC)C(=O)OC)C(=O)OC	-8	16	-2	-8	-5	0	-20	3	-10	-11	-17
CCCc1nnc(NC(=O)c2cc(OC)cc(OC)c2)s1	-9	-31	-1	-28	1	-4	-19	-3	-25	-12	-18
COC(=O)[C@]12CCCCC=C1N(Cc1cccc3ccccc13)C(=O)[C@H](CC(=O)NCCc1ccccc1OC)C2	4	/	2	12	7	0	6	/	/	11	-14
CC(=O)c1ccc(-c2cnc3c(NC=O)cc(-c4ccc(C(=O)NC5CC5)cc4)cn23)cc1	-12	11	11	11	7	-9	-15	/	22	29	-31
O=C(NCCCn1ccnc1)c1ccc(Br)cc1	-3	-15	0	0	9	-5	-11	-4	0	7	-8
CCn1c(Cc2ccccc2)nnc1SCc1cccc(C(=O)O)c1	-1	-24	-3	-31	-1	-6	1	-2	-15	-20	32
COCCCNC(=O)COc1ccc(Cl)c(C)c1	-6	-7	0	-27	-1	-12	-4	-3	-19	1	-22
COc1ccc(C(C(=O)NC(C)(C)C)n2c(COc3ccc(C)cc3)nc3ccccc32)cc1 (stereo unspecified)	-2	/	22	/	-1	4	/	/	/	-6	-18
O=C(Nc1ccccc1)Nn1cnnc1	1	2	12	-10	8	0	-1	4	0	8	13
Cc1nnc(NC(=O)c2ccc(-c3cccc(C(F)(F)F)c3)o2)s1	-2	11	3	-5	5	7	-24	-4	9	-20	-18
C[C@@H]1CN([C@@H](C)CO)C(=O)c2cc(Br)cnc2O[C@H]1CN(C)C(=O)c1ccncc1	-24	-2	4	-10	2	-9	10	7	5	16	1
O=c1c2ccccc2n(Cc2cccc(F)c2)c(=O)n1C1CCCC1	13	-4	2	10	-1	14	15	-3	-17	-8	20
Cc1ccc(-c2nnc3c4ccccc4c(C)nn23)cc1S(=O)(=O)N1CCN(CCO)CC1	-20	-10	1	13	14	-5	-48	2	-19	0	-13
O=C(COC(=O)CN1C(=O)c2ccccc2C1=O)Nc1ccccc1C(F)(F)F	-24	-16	8	6	6	7	-16	7	5	9	-19
Cn1c(=O)c2cc(S(=O)(=O)NCCC(=O)NC3CCCCCCC3)ccc2n(C)c1=O	/	-2	-3	13	-7	-7	8	-2	11	-2	/
Nn1c(SCC(=O)NC2CCCC2)nnc1C(F)(F)F	4	-17	-2	13	-7	-7	2	-3	-19	-13	9
CCOc1cc(C=O)cc(Br)c1OCC(=O)NCCc1ccccc1	-10	11	7	9	2	0	-20	1	-59	0	-6
O=C(O)/C=C/C(=O)N1CCN(S(=O)(=O)c2cc(C(F)(F)F)ccc2Cl)CC1	-3	8	-5	-1	1	-10	-4	5	-21	2	3
O=C(CN(Cc1ccco1)C(=O)CNS(=O)(=O)c1ccc(F)cc1)NCc1ccccc1	-5	4	-28	3	-6	5	25	2	-17	-21	3
C#CCOCCOCCOCCNc1nc(N2CCN(C(=O)[C@H](CCCCN)n3cc([C@@H](N)CO)nn3)CC2)nc(N2CCN(C(=O)[C@H](Cc3ccc(O)cc3)n3cc([C@@H](N)CC(C)C)nn3)CC2)n1	-1	-5	68*	-3	-7	-12	0	-1	3	10	-9
Nc1ccc(C23CC4CC(CC(O)(C4)C2)C3)cc1	13	-4	-2	74*	10	4	76*	-8	-9	-23	22
CC(=O)c1cccc(NC(=O)CN2C(=O)C3C4C=CC(C4)C3C2=O)c1 (stereo unspecified)	-9	-15	1	-7	-4	-4	-8	-13	-13	1	16
O=C(c1ccccc1F)N1CCN(c2ncccn2)CC1	4	-7	0	8	3	-1	-3	-4	1	-3	-9
O=C1CC(NS(=O)(=O)c2cccs2)CN1c1ccc(Cl)cc1 (stereo unspecified)	22	1	5	-1	-1	-7	2	4	8	7	-5
COc1ccc2ccccc2c1C(=O)/C=C\c1ccoc1	-5	-5	0	-10	16	5	17	3	-18	-8	-16
Cc1ccc(C)c(NC(=S)c2ccc3ccccc3n2)c1	-50	-49	-1	-61	-2	6	10	0	-69	-66	-40
Cn1c2c(c(=O)n(C)c1=O)C(NC(=O)c1ccco1)(C(F)(F)F)C(=O)N2 (stereo unspecified)	6	6	10	13	0	6	-13	4	-43	1	11
Cc1cc(-c2nnc(CCC(=O)N(C)CCc3ccccc3)o2)no1	9	2	-1	-43	1	-10	-7	5	0	-30	11
CC(C)(C)c1ccc(COn2ccnc2)cc1	-6	5	-3	-28	2	-3	-14	-2	0	3	11
O=C(CSc1nc(-c2ccc(F)cc2)cs1)NC(=O)NCc1ccco1	7	8	-3	-4	-5	-1	11	-11	-16	-15	-7
COc1ccc(CCNC(=O)CCN2C(=O)C(C)Oc3ccc(C)cc32)cc1OC (stereo unspecified)	-4	9	-8	-1	2	-6	15	-11	2	-3	-25
COc1ccccc1NC(=O)COn1nnc2ccc(S(=O)(=O)N3CCOCC3)cc21	-17	15	-1	-10	-2	-10	3	-12	3	-12	-17
Cc1ccc(NC(=O)CNC(=O)C2CCCCC2)nc1	-5	-6	-6	-23	-5	-8	8	5	-16	5	21
CC(OC(=O)c1cccc(-n2cnnn2)c1)C(=O)Nc1ccccc1F (stereo unspecified)	9	11	-1	0	7	-3	-1	8	-1	9	0
C/C(CC(=O)Nc1ccc2c(c1)OCCO2)=N\NC(=O)COc1ccccc1C	-20	6	-2	-14	7	-6	2	-1	3	10	-3

(further entries)
SMILES	NR2F2 inh	NCOA3 inh	Exocytosis inh	TROY NFkB inh	ABHD5-PLIN5 inh	NOD2-RIPK2 inh	TWEAK-Fn14 inh	TLR9-MyD88 inh	NCOA1 inh	LRH-1 inv ag	NCOA2 inhibitor
O=C(O)C1CC(c2cccc(Br)c2)=NO1 (stereo unspecified)	-5	3	-1	-1	0	-3	12	-12	0	7	-14
O=C(/C=C\c1ccco1)Oc1cccc2cccnc12	6	-2	-1	1	-8	1	3	-2	-4	-27	-37
Cc1ccccc1OCC(=O)Nc1ccc(N2CCN(C(=O)C(C)C)CC2)c(Cl)c1	41*	14	25	52*	-4	7	71*	5	24	19	10
COc1cccc2cc(C(=O)CS(=O)(=O)c3ccc(C)cc3)c(=O)oc12	/	-4	2	41	6	5	7	-1	-18	11	/
CCC(C)(C)NC(=S)Nc1ccccc1C	4	-12	3	6	0	1	6	12	-20	-1	20
O=C(Cn1cnc2c(nnn2-c2cccc(Cl)c2)c1=O)N1CCCC1	0	17	0	2	-3	3	3	-2	-6	6	-4
O=C(NCc1ccccc1Cl)c1[nH]c(C(F)(F)F)nc1-c1ccccc1	15	15	-5	26	-4	0	4	/	4	3	2
O=C(C1CCC(CNc2c(N3CCCCC3)c(=O)c2=O)CC1)N1CCN(c2ccccn2)CC1 (stereo unspecified)	8	5	-5	-12	2	-2	-4	4	0	-6	4
Cc1ccc(Sc2ncccc2C(=O)NCc2cc([N+](=O)[O-])ccc2O)c(C)c1	-13	-1	-3	6	-1	-8	-16	2	4	11	5
COc1cc(C(=O)OCC(=O)Nc2c(F)c(F)c(F)c(F)c2F)cc(OC)c1OC	8	-4	0	/	-2	-6	9	1	-1	4	16
O=C(Cn1[nH]c(=O)c2ccccc2c1=O)OCC(=O)N1CCCc2ccccc21	-6	20	-1	13	-3	-2	-5	-3	-17	-3	-2
COc1ccc(NC(=O)CN(C)C(=O)c2cccc(NS(=O)(=O)c3ccc(Br)cc3)c2)cc1	-1	6	9	21	-4	-6	11	-5	3	-5	-8
CCNC(=O)NC1(C(=O)N2CCC(Cc3ccccc3)CC2)CCCCC1	11	1	51	15	2	-4	-13	-5	3	13	-14
COc1ccc(C(O)c2nc(-c3cccc(O)c3)cs2)cc1 (stereo unspecified)	-3	-13	-2	-15	-2	-11	-29	/	-20	-16	-23
Cc1cc(C)cc(-n2cc(C(=O)O)c(=O)cc2C)c1	19	11	-5	0	5	-5	0	-8	7	-5	-4
CCOCCn1c(CN2CCN(C)CC2)nc2c1c(=O)n(C)c(=O)n2C	-6	13	0	2	8	-6	-22	2	3	-3	-3
CCOC(=O)c1ccc(N/N=C/c2cc(Br)cc([N+](=O)[O-])c2O)cc1	-4	2	3	48	1	-10	21	4	-16	0	-12
CCOC(=O)c1ccc(NC(=O)CCc2nc(-c3ccc(Cl)cc3)no2)cc1	0	5	3	21	1	0	23	-10	-5	-37	2
COc1cccc(CNC(=O)c2ccc(NC3=NC4CS(=O)(=O)CC4S3)cc2)c1 (stereo unspecified)	3	3	-1	-17	4	5	30	-13	8	19	-8
